ERK EGF inh = inhibitors of EGF-stimulated ERK signaling pathway | Potency, µM (top dose mostly 11.5 µM), without a hit: top-dose activity change, negative = inhibition, hits mostly inhibitors | HEK293-V1b, EGF-stimulated phospho-ERK AlphaScreen | AID 1454 | 130,000 compounds, 0.41% hits; active means well fitted inhibition curve with a large enough effect; inconclusive means small, poorly fitted or top-dose-only effect, or effect the other way;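 further: plate controls were stimulated vehicle wells for no effect and unstimulated vehicle basal for full effect; nearly all actives have a fitted effect of over 55% in size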
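Compounds are titrated over HEK293-V1b cells kept overnight in 1% FBS. After 30 min at 37C, EGF (25 nM final) triggers ERK phosphorylation for 5 min, measured by AlphaScreen in lysates.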
An asterisk follows results filed as active; ? = inconclusive; & = joins results of further samples; [ ] = another dose, or the depositor's remark. Potency means the concentration at half of the fitted maximal effect. A portion of the library; the hit share may differ from the screen's.

ERK EGF inh	SMILES
3%	O=C(COC(=O)c1ccc[n+]([O-])c1)Nc1c(Br)cc([N+](=O)[O-])cc1Br
0%	CCN(CC)CCC#CC(O)(c1ccccc1)C1CCCCC1 (centres undefined)
-4%[57.5 µM]	O=C(N/N=C\c1ccc([N+](=O)[O-])o1)c1cncc(Br)c1
2%	CCC/C=C(\CCC)C(NC(=O)c1ccccc1)c1ccccc1 (centres undefined)
16µM*	Cc1ccc(-n2[nH]c(C)c(/C=N/Nc3ccc([N+](=O)[O-])cc3[N+](=O)[O-])c2=O)cc1C
-4%	N#CCCn1c(=O)n(CCC#N)c2ccccc21
-16%	Cc1ccccc1C(=O)NC(=S)Nc1ccc(S(=O)(=O)N2CCOCC2)cc1
3%	COCCn1c(SCC#N)nnc1-c1ccc(OC)cc1
-1%	O=C1C2C3C=CC(CNS(=O)(=O)c4ccccc4)(O3)C2C(=O)N1c1ccc(Cl)cc1 (centres undefined)
-10%[57.5 µM]	CC(C)n1cnc2c(Nc3cccc(Cl)c3)nc(N(CCO)CCCO)nc21
0%	Cc1ccc(N=Nc2c(C)[nH]n(C(N)=S)c2=O)cc1C
24%	CC(C)Oc1ccc2c(=O)cc(-c3ccccc3)oc2c1
6%[57.5 µM]	Cc1ccc2nc(C)c3c(c2c1)N(c1ccccc1)CC3
-8%	O=C(O)c1csc(Cc2ccccc2)n1
3%[57.5 µM]	CC(=O)Nc1ccc(CC#N)cc1
-4%	COc1ccc(CCN2C(=O)CCC2(C)C(=O)NC2CCCC2)cc1OC (centres undefined)
9%	CN(Cc1ccccc1)C(=O)c1cnc2n(c1=O)CCS2
-3%[57.5 µM]	CC(C)NC(=O)Nc1cccc(Cl)c1
1%[57.5 µM]	CC(=O)OCC1OC(n2ccc(=O)[nH]c2=O)C(O)C1O (centres undefined)
4%	CC(=O)Nc1ccc(S(=O)(=O)Nc2ccc(Cl)nn2)cc1
4%	CCN1CCCC1CN(Cc1cc2ccc(C)cc2[nH]c1=O)C(=S)Nc1cccc(OC)c1 (centres undefined)
4%	O=C(CC1S/C(=N\S(=O)(=O)c2ccc(F)cc2)N(c2ccccc2)C1=O)Nc1ccccc1 (centres undefined)
3%	COC(CNC(=O)C(C)n1nc(C)c2ccccc21)OC (centres undefined)
3%	CCN(CC)S(=O)(=O)c1ccc(/C=C/C(=O)OCC#N)cc1
4%	O=C(N/C(=C/c1cccnc1)C(=O)N1CCOCC1)c1ccccc1
3%	Cc1sc2nc(C3CC3)nc(SCC(=O)N3CCCc4ccccc43)c2c1C
8%	CC1=CC(=O)C=C(C)C1=NOC(=O)/C=C\c1ccccc1
?	COc1ccc(C2NCCc3c2[nH]c2ccccc32)cc1COc1ccc(F)cc1 (centres undefined)
0%[57.5 µM]	COc1ccc(N(CC(=O)NCCC2=CCCCC2)S(=O)(=O)c2c(C)[nH]c(=O)[nH]c2=O)cc1
5%	Cc1ccc(NC(=O)C(Cc2ccccc2)NC(=O)OCc2ccccc2)cc1C (centres undefined)

Part of the list above in order of molar mass, rising:
ERK EGF inh	SMILES
6%[57.5 µM]	Cc1ccc2nc(C)c3c(c2c1)N(c1ccccc1)CC3
0%	Cc1ccc(N=Nc2c(C)[nH]n(C(N)=S)c2=O)cc1C
3%	O=C(COC(=O)c1ccc[n+]([O-])c1)Nc1c(Br)cc([N+](=O)[O-])cc1Br

Next section
ERK EGF inh	SMILES
0%	O=C(c1cnccn1)N1CCN(c2ccccc2F)CC1
?	O=C(CSc1n[nH]c(=O)n1C1CC1)NCc1ccccc1
4%	C#CCOC(=O)/C(=C/C=C/c1ccccc1)NC(=O)c1ccccc1
11%	O=C(Nc1ncc(Cl)cc1Cl)c1c(F)cccc1Cl
3%	Cc1csc(NC(=S)Nc2cccc(Cl)c2)n1
-4%[57.5 µM]	COc1cc(Br)c(Br)cc1N
?	Cc1ccc(-c2nnc(N3CCC(C)CC3)c3ccccc23)cc1
-2%	CCC(Br)C(=O)Nc1ccc(OC)cc1 (centres undefined)
-2%[57.5 µM]	C#CCOCCOCCOCCNc1nc(N2CCOCC2)nc(N2CCN(C(=O)[C@H](CCCCN)n3cc([C@@H](N)CC(C)C)nn3)CC2)n1
-6%	CCOc1ccc2nc(N(CCN(CC)CC)C(=O)c3cccc([N+](=O)[O-])c3)sc2c1
-10%[57.5 µM]	CCC(c1nnc(SCC(=O)Nc2cccc(S(N)(=O)=O)c2)n1Cc1ccccc1)N(C)C (centres undefined)
5%	Cc1oc(-c2cc(F)ccc2F)nc1CN(C)Cc1ccc2nccnc2c1
?	Cc1nn(Cc2ccc(C(=O)Nc3ccccc3F)cc2)c(C)c1Cl
-2%	Nc1nc(-c2ccccc2)nc2sc3c(c12)CCCC3
-7%	CC(C)(Oc1ccc(CCNC(=O)c2ccc(-c3ccccc3)o2)cc1)C(=O)O
2%	CCOC(=O)C1=C2NC(=O)c3ccccc3N2C(=O)C1
-3%	Cn1c(N)c(C(=O)c2cc(-c3ccncc3)nc3ccccc23)c(=O)n(C)c1=O
-6%	COC(=O)c1cn(-c2cccc(C)n2)cn1
-2%	O=C(NC(=S)NCCC1=CCCCC1)c1ccccc1Br
-3%	O=C(NNC(=S)Nc1ccccc1)c1ccccc1[N+](=O)[O-]
6%	O=C(Nc1ccccc1)N1CCC(=S)Nc2ccccc21
7%[57.5 µM]	COC(=O)C(=O)/C=C(\O)c1c(C)cc(C)cc1C
-4%	O=C(O)CCc1nnc(SCC(=O)Nc2ccc(Br)cc2)[nH]c1=O
8%	CC(=O)c1cc(-c2ccccc2)n(CC(=O)Nc2cc(C)cc(C)c2)c1C
4%[57.5 µM]	Cc1nc(-c2ccc(Cl)cc2)sc1C1(C)CC(c2cccc(F)c2)=NO1 (centres undefined)
-8%	O=C(O)Cc1ccc(C(=O)c2ccc(Cl)cc2Cl)s1
12%	Cc1ccc(C)c(NS(=O)(=O)c2ccc3[nH]c(=O)oc3c2)c1
7%	Cc1ccccc1OCC(=O)Nc1cccc2nsnc12
-5%	CCOC(=O)C1CCN(C(c2ccc(OC)c(OC)c2)c2sc3nc(C)nn3c2O)CC1 (centres undefined)
40%	CON/C=N/C(=S)Nc1ncc(C(F)(F)F)cc1Cl

Structures shown so far that have an aryl thioether with sulfur outside any ring, in the order listed:
ERK EGF inh	SMILES
3%	COCCn1c(SCC#N)nnc1-c1ccc(OC)cc1
3%	Cc1sc2nc(C3CC3)nc(SCC(=O)N3CCCc4ccccc43)c2c1C
?	O=C(CSc1n[nH]c(=O)n1C1CC1)NCc1ccccc1
-10%[57.5 µM]	CCC(c1nnc(SCC(=O)Nc2cccc(S(N)(=O)=O)c2)n1Cc1ccccc1)N(C)C (centres undefined)
-4%	O=C(O)CCc1nnc(SCC(=O)Nc2ccc(Br)cc2)[nH]c1=O

(further entries)
ERK EGF inh	SMILES
1%	CCCn1nnnc1NCc1ccc(N2CCCC2)cc1
?	CCOC(=O)c1c(Cc2cccc(Cl)c2)c[nH]c1C
-6%	S=C(NCc1ccncc1)Nc1ccccc1
7%[57.5 µM]	Nc1c(C(=O)O)sc2nc(-c3ccccc3)cc(-c3ccc(Cl)cc3)c12
16%&-14%	CCn1c(=O)[nH]c2cc(Cl)c(Cl)cc21
-2%	CCOC(=O)NN1C(=O)c2ccccc2NC1C (centres undefined)
-5%	CCC(=O)Nc1ccc(Cl)c(NC(=O)c2cccc(OC)c2)c1
32%	CCOC(=O)c1sc2nc(COC(=O)c3c(F)cccc3F)[nH]c(=O)c2c1C
-9%	CCc1ccc(-c2cc(N)n(-c3ccccc3)n2)cc1
0%[57.5 µM]	O=C(c1cc2cccc([N+](=O)[O-])c2oc1=O)N1CCOCC1
-3%	N#C/C(=C\Nc1ccc2c(c1)OCCO2)c1nc(-c2ccccc2)cs1
-2%	O=C(COc1ccccc1F)NCC(c1ccco1)N1CCCC1 (centres undefined)
-4%[57.5 µM]	CCCc1nn2c(N)c(/C=C3\C=Nc4ccccc43)c(=O)nc2s1
34%	CC(=O)Oc1ccc2c(c1)CCC1C2CC[C@@]2(C)C1CC(OC(C)=O)C2OC(C)=O (some centres undefined)
10%	Cn1c(-c2cc(Cl)ccc2O)nc2c1c(=O)[nH]c(=O)n2Cc1ccccc1
13%	CCCC[C@@H]1C[C@H]1C(NC(=O)c1ccco1)c1ccccc1 (some centres undefined)
-2%	C=CCn1nc(-c2ccccc2)c(N2CCCCC2)cc1=O
-9%	O=C(NCCN1C(=O)S/C(=C/c2cccnc2)C1=O)C1CC(=O)N(Cc2ccccc2)C1 (centres undefined)
-8%[57.5 µM]	COc1ccc2c(C)cc3n[nH]c(=S)n3c2c1
4%	Cc1cc(C)cc(NC(=O)OCCN2CCN(Cc3ccccc3)CCC2=O)c1
2%	Cc1ccc(CSCC(=O)NCCc2ccccc2)cc1
-16%[57.5 µM]	COc1cc2c(cc1OC)C(=S)NC(C)(C)C2
0%	C=CCn1c(=S)[nH]c2sccc2c1=O
2%	CSc1nnc(-c2ccccc2)n1C
0%	CCc1ccc(-c2cn3c(n2)SCC3)cc1
6%	Cc1ccccc1Nc1nc(N)nc(COC(=O)c2cccc(S(=O)(=O)N(C)C)c2)n1
7%[57.5 µM]	CNC(=S)N1CCC(NC(=O)c2ccco2)CC1
3%	Cc1ccc(C(=O)N2CCN(Cc3ccc4c(c3)OCO4)CC2)cc1[N+](=O)[O-]
-10%[57.5 µM]	Cc1cc(C)n(CCNC(=O)CC2C(=O)NCCN2Cc2ccc(C)o2)n1 (centres undefined)
-5%[57.5 µM]	Cn1nc([N+](=O)[O-])nc1Sc1nnnn1-c1cccc(C(=O)O)c1

More records follow.
ERK EGF inh	SMILES
-4%	CCCCCCCCCCCCCCCC(=O)NC(C)C
1%	CCOc1ccc(-n2cc(-c3ccccc3)c3c(=O)[nH]cnc32)cc1
-1%	COc1ccc(-n2cnc3cc(N)ccc32)cc1
-2%	CC(C)(C)OC(=O)NNC(=O)Nc1ccccc1C(F)(F)F
-4%	COc1ccc(CC(=O)NCCC(C)C)cc1S(=O)(=O)N1CCOCC1
3%	CC12CCC(C(=O)N3CCCc4ccccc43)(OC1=O)C2(C)C (centres undefined)
-1%	c1ccc(OCc2nnc(-c3ccccc3)o2)cc1
-4%[57.5 µM]	Nc1nc(Cl)cc(Oc2ccccc2F)n1
-11%	NC(=O)C1(N2CCCCC2)CCN(C(=S)Nc2ccc(F)c(Cl)c2)CC1
21%	Cc1cc(C)cc(NC(=O)C(NCC2CCCO2)c2ccccc2)c1 (centres undefined)
-2%	FC(F)(F)c1cccc(Cc2noc(CN3C[C@@H]4CCC[C@H]3C4)n2)c1
0%	CN(CC(=O)NCc1ccncc1)S(=O)(=O)c1ccc2ccccc2c1
1%	O=C(c1ccco1)N1CCN(Cc2cccc([N+](=O)[O-])c2)CC1
5%[57.5 µM]	Cc1nn(-c2ccccc2)c(C)c1/C=N/n1c(-c2ccccc2Br)n[nH]c1=S
0%	CC(=O)Nc1ccc(NC(=O)C(C)OC(=O)C2CC3C=CC2C3)cc1 (centres undefined)
-8%	CCOC(=O)c1c(C)[nH]c(C)c1C(=O)CSc1nc2ccccc2c(=O)n1-c1ccc(CC)cc1
-11%	O=C(c1ccco1)n1nc(-c2cccnc2)nc1NCc1ccco1
-5%	N#Cc1c(NC(=O)CSc2nc(N)cc(=O)[nH]2)sc2c1CCCC2
13%[57.5 µM]	O=S(=O)(c1cccc2nsnc12)N1CCCC1
-2%	Cc1ccnc(NS(=O)(=O)c2ccc(NS(=O)(=O)c3ccccc3)cc2)n1
-7%	CN1CCN(C(=O)/C(=C\c2cccs2)NC(=O)c2ccco2)CC1
4%	CCCCC(CCCC)=N/N=C/c1c(O)n(CC)c2cc(C3=NNC(=O)CC3)ccc12
-1%[57.5 µM]	COc1ccccc1N(C)S(=O)(=O)c1ccc(C(=O)NC2CCCCCC2)cc1
28%	Cc1noc(C)c1-c1cc(NC2CC2)ncn1
17%[57.5 µM]	COC(=O)c1sc(SC)c(S(=O)(=O)C(C)C)c1N/N=C(\C#N)S(=O)(=O)c1ccccn1
7%	Cc1ccc(CNC(=O)CCC2CCCN(Cc3c(C)nn(C(C)C)c3C)C2)o1 (centres undefined)
3%[57.5 µM]	CC(C[N+](C)(C)C)OC(=O)C1(c2ccccc2)CCCC1 (centres undefined)
-6%[57.5 µM]	COc1cc2c(cc1OC)CN(C(=O)c1cccc([N+](=O)[O-])c1)CC2
0%	CSCC[C@H](NC(=O)C1CCCC1)c1nc2ccccc2[nH]1
-24%	Cc1ccc(C(C)(C)C)cc1S(=O)(=O)NC(=O)c1ccccc1

Carrying on:
ERK EGF inh	SMILES
-5%[57.5 µM]	O=C1c2cccc3cccc(c23)C(=O)N1Cc1cccnc1
7%	O=C(NCc1ccccc1Cl)c1cccc(C(F)(F)F)c1
-4%	O=C(Nc1cc(C(=O)N2CCCC2)ccc1N1CCCC1)C1CC1
7%	COCCCNC(=O)Cn1c(=O)n(CCCCCC(=O)Nc2ccccc2)c(=O)c2sccc21
5%	N#C/C(C(=O)N1CCCCC1)=C1/N=C(N)c2ccccc21
-2%[57.5 µM]	CC1=CC2=NC(=O)/C(=C\c3ccc(OC(=O)c4ccco4)cc3)C(=N)N2O1
8%	CCOc1cc(-n2nc(C)c(C#N)c2N)nc(SC)n1
11%	CCCS(=O)(=O)NCCc1cc2ccc(C)cc2[nH]c1=O

Retrieved one by one from above, 2 records:
ERK EGF inh	SMILES
8%	CCOc1cc(-n2nc(C)c(C#N)c2N)nc(SC)n1
7%	COCCCNC(=O)Cn1c(=O)n(CCCCCC(=O)Nc2ccccc2)c(=O)c2sccc21
